Compound activity as filed in PubChem.
697 NFkB inh – lowers PMA/ionomycin-induced NF-kB signal in 697 B cells; 697 B-cell NF-kB luciferase reporter, 16 h; inhibition, % at 4 µM; 330,000 compounds, 0.33% hits; AID 435022; in the data active = inhibition above about 35%
tim23-1 inh – tim23-1 yeast growth inhibition; S. cerevisiae tim23-1 growth, BacTiter-Glo luminescence, 24 h; 330,000 compounds, 1.3% hits; inhibition, % at 20 µM;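 active = growth inhibition of the mutant yeast at or above 50%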;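 also: temperature-sensitive mutant grown at 25 °C; plate controls were DMSO-treated mutant yeast for no effect and medium wells lacking yeast for full effect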
XBP1 UPR activ – adaptive UPR (XBP1) activation. CHO-XBP1 luciferase reporter, IRE1-XBP1 UPR activation, luminescence; percent of tunicamycin response, DMSO as zero. activation, % at 20 µM. 330,000 compounds, 0.33% hits. AID 463104;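 active = versus positive control, 20 µM dose yields 30% or more activation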;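 also: 100% = tunicamycin at 10 µg/mL and 0% = DMSO only wells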
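Test system: CHO-XBP1 luciferase reporter cells | Buffer or medium: Serum-containing F12 medium, 10% FBS | Schedule: 6 h compound exposure at 37 °C, 5% CO2 | Detection: Steady-Glo luciferase glow luminescence, 10 min after reagent addition | Read-out basis: Activation, % of tunicamycin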
Jurkat NFkB inh – inhibitors of the PMA/ionomycin-induced NF-kB reporter in Jurkat cells | AID 435003 | PMA/ionomycin-induced NF-kB luciferase reporter, luminescence | 330,000 compounds, 0.53% hits | inhibition, % at 4 µM; in the data active = inhibition above about 50%
CHOP UPR activ – activators of apoptotic arm of unfolded protein response (CHOP); activation, % at 10 µM; AID 449763; CHO-CHOP luciferase reporter, UPR activation, luminescence; percent of tunicamycin response over DMSO baseline; 330,000 compounds, 0.34% hits;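 active = at 10 µM dose, activation of 40% or more, normalized to positive control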;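 also: 100% = tunicamycin at 10 µg/mL and 0% = DMSO alone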
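Assay system: CHO-CHOP cells, stable luciferase reporter of PERK-eIF2a-CHOP signalling / Buffer or medium: F12 plus 10% serum / Compound dosing: one dose, 10 µM in 0.5% DMSO / Times: 6 h compound treatment, 37 °C / Technique: luciferase luminescence / Read-out: % reporter activation, DMSO baseline versus tunicamycin full activation / Benchmarks: tunicamycin and DMSO controls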
Mdm2-MdmX inh – human Mdm2/MdmX binding inhibition; inhibition, % at 8 µM; 330,000 compounds, 3% hits; SaOS-2 split-luciferase Mdm2/MdmX complementation, luminescence;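 active = inhibition of at least 50% at 8 µM in the primary screen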
Target sequence (O15151 whole entry, looked up): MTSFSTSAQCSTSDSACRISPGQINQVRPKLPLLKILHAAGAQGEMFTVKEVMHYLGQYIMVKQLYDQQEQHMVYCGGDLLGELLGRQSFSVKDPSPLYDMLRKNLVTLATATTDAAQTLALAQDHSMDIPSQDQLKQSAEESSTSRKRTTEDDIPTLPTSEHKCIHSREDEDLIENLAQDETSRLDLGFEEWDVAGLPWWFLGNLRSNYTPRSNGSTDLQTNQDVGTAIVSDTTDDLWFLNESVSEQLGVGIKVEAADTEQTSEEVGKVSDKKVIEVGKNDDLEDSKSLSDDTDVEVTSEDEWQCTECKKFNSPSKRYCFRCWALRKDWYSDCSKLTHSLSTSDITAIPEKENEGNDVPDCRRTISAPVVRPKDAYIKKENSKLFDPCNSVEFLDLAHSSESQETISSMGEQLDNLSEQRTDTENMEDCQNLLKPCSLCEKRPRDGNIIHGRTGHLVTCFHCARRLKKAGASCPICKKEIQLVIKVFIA
Target sequence (Q00987 whole entry, looked up): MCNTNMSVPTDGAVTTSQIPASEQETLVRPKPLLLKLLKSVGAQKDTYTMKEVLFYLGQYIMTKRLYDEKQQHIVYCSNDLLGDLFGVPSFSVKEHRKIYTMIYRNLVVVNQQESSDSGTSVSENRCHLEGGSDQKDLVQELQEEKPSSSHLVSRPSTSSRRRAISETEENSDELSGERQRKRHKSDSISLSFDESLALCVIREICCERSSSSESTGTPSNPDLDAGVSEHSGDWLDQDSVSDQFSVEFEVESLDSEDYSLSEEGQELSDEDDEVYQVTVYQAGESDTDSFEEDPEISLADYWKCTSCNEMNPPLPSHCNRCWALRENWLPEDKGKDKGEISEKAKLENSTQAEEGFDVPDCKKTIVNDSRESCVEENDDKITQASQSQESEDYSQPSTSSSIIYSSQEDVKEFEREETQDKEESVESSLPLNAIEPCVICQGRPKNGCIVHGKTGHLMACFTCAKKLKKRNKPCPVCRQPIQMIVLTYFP
APJ antag – blocks the human apelin receptor APJ. 330,000 compounds, 0.32% hits. inhibition, % at 20 µM. CHO-K1 APJ beta-arrestin complementation, luminescence. P35414;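 active = inhibition above about 40% at 20 µM, limit read from the data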;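 also: cells challenged with 10 nM apelin-13 agonist together with compound; plate controls were apelin-13 plus DMSO wells for no effect and DMSO wells lacking apelin-13 for full effect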
APJ agonist – activates the human apelin receptor APJ. P35414. CHO-K1 APJ PathHunter beta-arrestin, luminescence; 0% DMSO wells, 100% apelin. activation, % at 20 µM. 330,000 compounds, 0.11% hits. AID 2520;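 active = activation more than six SD over the plate average, tested at 20 µM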;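 also: 0% = DMSO alone and 100% = apelin-13 at 10 nM; some results filed as inactive read as strong as hits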
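Test system – PathHunter CHO-K1 APJ (AGTRL-1) beta-arrestin reporter cells · Input – 1000 cells/well · Compound – single test compound dose, 20 µM final, 1% DMSO · Times – compound stimulation 90 min at 25 °C, detection 60 min · Technique – beta-gal luminescence · Read-out basis – APJ–arrestin association signal · Control set – negative DMSO alone, positive Apelin-13 at 10 nM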
* = called active by the depositor.

Every second line gives: 697 NFkB inh	tim23-1 inh	XBP1 UPR activ	Jurkat NFkB inh	CHOP UPR activ	Mdm2-MdmX inh	APJ antag	APJ agonist
COc1ccc(C(=O)C2CCCN(Cc3cccn3-c3nccs3)C2)cc1OC (stereo not drawn)
→ 3	12	0	-4	-1.5	7	7	-1
COc1cc(C2C3=C(CCCC3=O)Nc3c2c(C)nn3-c2cccc(C)c2)cc(OC)c1O (stereo not drawn)
→ -2	23	0	4	-1.9	16	-26	4
CCC(=O)N(C)C(c1ccccc1Cl)c1nnnn1-c1c(C)cccc1C (stereo not drawn)
→ -1	27	1	-19	-0.8	30	0	-7
COc1ccc(C2CC(c3ccccc3)=NN2C(=O)COC(=O)c2cccc(S(=O)(=O)N3CCOCC3)c2)cc1 (stereo not drawn)
→ -3	17	0	-10	1.3	2	14	-4
COCc1cc(C)nc(NCCO)c1C#N
→ 11	5	-1	-3	-1.7	17	7	2
Cc1csc(SC(C)C(=O)NCc2ccc3c(c2)OCO3)n1 (stereo not drawn)
→ 3	22	2	-5	-1.9	14	-16	-2
O=C(COC(=O)c1cccnc1Cl)NC(=O)c1ccc(OC(F)F)cc1
→ 6	-8	0	12	1.0	-15	-12	-2
Cc1ccc(S(=O)(=O)NC(CC(C)C)C(=O)NCCCn2nc(C)cc2C)cc1 (stereo not drawn)
→ 2	4	-1	2	-0.8	13	5	-2
COC(=O)c1ccc(C(=O)OC)c(NC(=O)CSc2cccc[n+]2[O-])c1
→ -1	69*	19	-10	87*	-18	-2	0
CC1CN(C(=O)c2ccn(C)n2)CC(C)O1 (stereo not drawn)
→ 6	-7	-5	-10	-0.6	-8	-21	-3
COCCNc1nnc(SCC(=O)NNC(=O)c2ccccc2)s1
→ 8	-1	6	-5	-1.0	-20	-4	1
Cc1ccc(-n2cnnn2)c2cccnc12
→ 5	8	2	2	-2.1	13	12	-4
Cc1ccc2oc(=O)c3cnn(CC(=O)NCCCOC(C)C)c3c2c1
→ 0	15	-3	9	-1.2	10	23	6
O=C(COC(=O)c1ccc(O)cc1)Nc1ncc(Cl)cc1Cl
→ 11	-1	-1	-2	-1.3	18	-2	-3
CN(C)CCCNC(=O)C(=O)Nc1cc2c3c(c1)CC(=O)N3CCC2
→ 10	-2	-2	-9	2.0	9	-19	0
CCCCN(CC)C(=O)CN(C)S(=O)(=O)c1cccc2nsnc12
→ 9	5	-2	8	0.6	19	2	-3
C/C(=N\N=C\c1cccc(F)c1)c1nnn(-c2nonc2N)c1C
→ -6	1	0	11	1.0	31	-8	3
COc1ccc(S(=O)(=O)N2CCN(C)CC2)c(C)c1
→ -15	3	0	-3	0.3	12	-5	0
CC(NC(=O)C1CCCN1S(=O)(=O)c1ccc2c(c1)n(C)c(=O)c(=O)n2C)c1ccccc1 (stereo not drawn)
→ 18	-12	1	-16	0.8	2	0	1
O=C(NN1C(=O)C2C(c3ccccc3)C=CC(c3ccccc3)C2C1=O)c1ccccc1 (stereo not drawn)
→ -2	24	-1	2	0.0	-8	10	-3
Cc1cc(S(=O)(=O)N(Cc2ccc(F)cc2)CC2CCCO2)ccc1-n1cnnn1 (stereo not drawn)
→ -6	22	-2	8	-0.9	22	7	-2
Cc1cc(NC(=O)CCC(=O)N(c2cccnc2)C(C(=O)NC2CCCC2)c2ccccc2)no1 (stereo not drawn)
→ 5	6	0	-17	0.3	-5	9	0
COc1ccc2c(=O)cc(-c3ccccc3F)oc2c1
→ -60	24	5	-51	3.6	-26	1	-2
COC(=O)C1CCN(C(=O)Nc2ccccc2)CC1
→ 12	2	2	2	-1.2	18	14	-3
COc1ccc(C)cc1N(CC(=O)N1CCCCCC1)S(=O)(=O)c1ccc(C)cc1
→ 6	31	-1	3	0.1	-8	-7	-6
CCNS(=O)(=O)c1ccc(CCC(=O)N2CCN(c3ccc(OC)cc3)CC2)cc1
→ -4	0	-3	-9	0.3	-3	-1	-2
COc1cccc(OC)c1C(=O)NC(=S)NCc1ccco1
→ 4	1	-3	-11	-1.8	16	-6	0
NS(=O)(=O)c1ccc(CNC(=O)/C=C/c2c(F)cccc2Cl)cc1
→ 12	-4	-2	-12	1.8	-13	3	-3
CCCC(C)NC(=O)COC(=O)c1ccc(Cl)c(S(N)(=O)=O)c1 (stereo not drawn)
→ 13	7	-4	5	-0.6	7	21	-1
CCOC(=O)c1ccccc1NC(=O)COc1cc(=O)n(CC)c2ccccc12
→ -10	1	7	-13	4.2	25	-7	3
Cc1nc2cc(-c3sccc3-n3cccc3)nn2c(C)c1C
→ -50	41	3	-37	2.8	10	17	-3
O=Cc1cccnc1SCc1ccccc1
→ -14	57*	29	23	2.3	48	9	2
O=C1C=C(c2ccc(Oc3ccccc3)cc2)C[C@@H](c2ccc(F)cc2)C1
→ 0	19	-3	6	0.5	19	8	-3
CC(=O)N/N=C(\C)CC(=O)NC(C)(C)C
→ 20	12	-1	-10	-1.7	10	3	-2
N#Cc1nc(Cc2cccc3ccccc23)oc1NCc1ccco1
→ 23	34	0	-1	1.1	19	10	-5
CCOC(=O)c1[nH]c2c(c1-c1ccccc1)C(=O)CC(c1ccccc1)C2 (stereo not drawn)
→ -15	0	3	3	2.0	7	11	-3
CN(C(=O)c1ccc(OC2CCN(CCc3ccccc3)CC2)cc1)C1CCOCC1
→ 12	-5	2	-6	-0.7	-12	14	-1
CC(C)C(OC(=O)c1oc2ccccc2c1CSC1CCCCC1)C(=O)NC(N)=O (stereo not drawn)
→ 18	-24	0	15	0.0	39	-7	-4
COCCN(CCOC)S(=O)(=O)c1ccc(C(=O)NC2CCN(Cc3ccccc3)CC2)cc1
→ -23	2	-5	30	-2.2	-2	-29	-2
CN(CC(=O)Nc1ccccc1Br)C(=O)c1cc(S(=O)(=O)N(C)C)ccc1N1CCCC1
→ 14	10	1	-17	-0.3	16	-52	-4
COc1cccc(CN2CC(C(=O)NCC3CCOCC3)CCC2=O)c1 (stereo not drawn)
→ -6	4	-3	2	-1.3	1	-4	-1
CC(=O)c1ccc(NC(=O)CSC2=NS(=O)(=O)c3cc(Cl)ccc3N2)cc1
→ 4	14	1	13	0.4	17	9	7
CCOC(=O)c1csc(NC(=O)Nc2cccc(Cl)c2)n1
→ -12	9	3	-20	2.8	37	-16	2
CCn1nc(C)c(NC(=O)c2ccc(Br)o2)c1C
→ -23	1	-2	-5	4.5	9	-8	-2
O=C(NC1CCCC1)C(c1ccncc1)N(C(=O)Cn1nnc(-c2ccccc2F)n1)c1cccc(F)c1 (stereo not drawn)
→ -4	-15	-2	-10	0.7	2	6	0
O=C(NCC1CCCN(C(=O)c2cc(Cl)ccc2F)C1)c1ccc(F)cc1 (stereo not drawn)
→ -15	17	-8	-1	-1.5	-20	19	3
CN(C)S(=O)(=O)c1cccc(NC(=O)CSc2nc3ccccc3n2-c2ccccc2)c1
→ 3	21	1	9	-1.0	36	1	-2
COc1ccc(NC(=O)C2CCCN(S(=O)(=O)c3cccc4cccnc34)C2)cc1 (stereo not drawn)
→ -2	5	-2	6	0.1	11	-39	-1
CCN(CC)c1ccc(CNC(=O)C/C(C)=N/NC(=O)COc2ccc(C)cc2Br)cc1
→ -12	21	1	-2	2.4	15	11	-4
COCCNC(=O)CSc1nc(-c2ccccc2)c(-c2ccccc2)o1
→ -11	19	-1	-1	-0.2	-12	7	-6
O=C(Nc1ccc(Cl)cn1)c1ccc2c(c1)OCCO2
→ -234	11	-6	-100	0.6	-149	-16	-1
CCOC(=O)Cc1csc(NC(=O)CN2C(=O)c3ccccc3S2(=O)=O)n1
→ 11	5	-3	1	-1.0	7	-9	6
S=C(NCc1ccco1)Nc1cccc(Cl)c1
→ -22	43	0	10	-2.5	-26	19	-1
COc1cccc(CN=CC2=C(O)CC(C)(C)CC2=O)c1OC
→ 12	5	-4	-14	-0.8	8	1	1
COc1ccc(CNC(=O)CN(Cc2ccc(Cl)cc2)C(=O)c2csnn2)cc1
→ 18	20	-1	-4	2.5	-7	-5	-1
O=C(O)/C=C/C(=O)Nc1ccc2nccnc2c1
→ -10	6	-2	-8	3.4	-25	-3	-4
Cc1cc(NS(=O)(=O)c2ccc(NC(=O)COc3ccccc3[N+](=O)[O-])cc2)no1
→ 2	13	2	-3	1.8	32	-3	-4
CCN(CC)Cc1oc(CO)cc(=O)c1O
→ 2	-16	-3	-2	1.3	16	-13	0
CSc1nc2nc(C)c(C/C=C/c3ccccc3)c(=O)n2[nH]1
→ -12	7	1	-3	-1.0	1	1	0
Cc1ccc[n+](C2C(c3ccc([N+](=O)[O-])cc3)C(C#N)=C([S-])NC2(O)C2CC2)c1 (stereo not drawn)
→ -9	9	-5	-18	-0.9	21	-30	2

(more compounds)
Every second line gives: 697 NFkB inh	tim23-1 inh	XBP1 UPR activ	Jurkat NFkB inh	CHOP UPR activ	Mdm2-MdmX inh	APJ antag	APJ agonist
O=C(CCn1cnnn1)Nc1ccccc1
→ 5	-16	-1	1	0.3	18	2	2
CCC(/C=N/NC(=O)C1COc2ccccc2O1)CC (stereo not drawn)
→ -3	19	0	-6	1.8	-29	-2	-3
COc1ccc(NC(=S)NNC(=O)c2ccc(S(=O)(=O)N3CCOCC3)cc2)cc1
→ -3	8	-1	-8	-0.9	-8	26	-4
CC(=O)Nc1ccc2c(c1)nc(CCN1CCN(C)CC1)n2C
→ 15	-3	0	3	-1.1	4	11	-1
Cn1c(=O)n(C)c2cc([N+](=O)[O-])c(N3CCN(C(=O)c4cccc(Cl)c4)CC3)cc21
→ -12	27	-3	15	0.9	33	53*	-13
CCCc1cc(=O)oc2c(C)c(OC3CCCCC3=O)ccc12 (stereo not drawn)
→ -5	-4	-2	-17	0.5	-19	9	-1
NS(=O)(=O)c1ccc(N=Cc2c(O)n(-c3nccs3)c(=O)c3ccccc23)cc1
→ 3	10	-1	-5	2.1	-8	12	-4
S=c1[nH]nc(-c2cccnc2)n1/N=C/c1ccco1
→ -10	-6	0	3	-0.6	19	-5	-6
CCN1CCN(c2ccc([N+](=O)[O-])c(Sc3nc4ccccc4[nH]3)c2)CC1
→ -11	-4	1	-4	1.7	2	11	-2
C=CCn1c(=S)[nH]c2cc(C(=O)N3CCN(c4ccccc4OC)CC3)ccc2c1=O
→ -7	19	0	-7	-2.0	9	3	-5
COc1ccc(CS(=O)(=O)/C(Cl)=C(/Cl)C(=O)Nc2ccc(OC)nc2)cc1
→ -156	72*	-9	81*	6.3	94*	18	-5
NC(=O)c1ccc(NC(=O)COc2coc(CN3CCc4ccccc4C3)cc2=O)cc1
→ 26	-15	2	11	1.3	12	15	4
CCOC(=O)c1ccc(S(=O)(=O)NNC(=O)COc2ccc(C)cc2)cc1
→ -7	6	-1	4	-0.6	28	-3	0
CCOc1ccc(Nc2oc(-c3ccco3)nc2C#N)cc1
→ -9	14	6	-14	1.3	8	-5	-2

3 compounds from above, limited to CHOP UPR activ:
Molecule | CHOP UPR activ
CN(C)S(=O)(=O)c1cccc(NC(=O)CSc2nc3ccccc3n2-c2ccccc2)c1 | -1.0
COc1ccc(C2CC(c3ccccc3)=NN2C(=O)COC(=O)c2cccc(S(=O)(=O)N3CCOCC3)c2)cc1 (stereo not drawn) | 1.3
S=c1[nH]nc(-c2cccnc2)n1/N=C/c1ccco1 | -0.6

Not a hit list; 5% or so of the library scored in one or more.
